Screening results (PubChem)
hgDAF-12 ag = hgDAF-12 agonism, primary luciferase screen | actives 1.8% (n = 370,000) | HEK293 GAL4-hgDAF12 UAS-luciferase reporter, agonist luminescence; normalized to butyrate control | activation, % at 6.8 µM | AID 687014;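 active means activation above a cutoff set at the mean of all screened compounds plus 3 SD, cut at about 10% in these data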;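 further: 0% = DMSO wells and 100% = sodium butyrate wells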
FXN GAA850 act = frataxin GAA850 promoter activation | activation, % at 6 µM | HEK293 lucGAA850 FXN promoter luciferase reporter, 24 h; percent of 10 µM SAHA response | actives 0.56% (n = 360,000);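 active means activation above the average of all compounds screened plus 3 SD, cutoff fixed separately per campaign, cut at about 7.5% in these data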;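 further: 0% = DMSO wells and 100% = 10 µM SAHA wells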
ADAM10 inh = ADAM10 inhibition, QFRET primary screen; actives 0.62% (n = 370,000); AID 720582; inhibition, % at 7 µM; recombinant ADAM10, EDANS/DABCYL FRET peptide cleavage, 3 h;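 active means inhibition above a per-campaign cutoff equal to the mean of compounds falling between control-based bounds plus 3 SD, cut at about 20% in these data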;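 further: 0% = DMSO wells while the 100% control is not disclosed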
ssDAF12 agonist = S. stercoralis DAF-12 activation, primary screen; HEK293 ssDAF-12/GRIP1 lit1-tk-luc reporter, luminescence; % of 3 µM dafachronic acid response; activation, % at 6.8 µM; actives 1% (n = 370,000);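 active means activation above the mean over all tested compounds plus 3 SD, cut at about 0.9% in these data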;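 further: 0% = DMSO-only wells and 100% = 3 µM delta7-dafachronic acid wells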
ADAM17 inh = inhibits human ADAM17; P78536; recombinant ADAM17, EDANS/DABCYL FRET peptide cleavage; inhibition, % at 6.95 µM; actives 0.83% (n = 370,000); AID 720648;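 active means inhibition above the mean of compounds lying between control limits plus 3 SD, set per campaign, cut at about 8.5% in these data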;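 further: 0% = DMSO-only wells as the low control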
Target sequence (P78536 215-824 limits assumed): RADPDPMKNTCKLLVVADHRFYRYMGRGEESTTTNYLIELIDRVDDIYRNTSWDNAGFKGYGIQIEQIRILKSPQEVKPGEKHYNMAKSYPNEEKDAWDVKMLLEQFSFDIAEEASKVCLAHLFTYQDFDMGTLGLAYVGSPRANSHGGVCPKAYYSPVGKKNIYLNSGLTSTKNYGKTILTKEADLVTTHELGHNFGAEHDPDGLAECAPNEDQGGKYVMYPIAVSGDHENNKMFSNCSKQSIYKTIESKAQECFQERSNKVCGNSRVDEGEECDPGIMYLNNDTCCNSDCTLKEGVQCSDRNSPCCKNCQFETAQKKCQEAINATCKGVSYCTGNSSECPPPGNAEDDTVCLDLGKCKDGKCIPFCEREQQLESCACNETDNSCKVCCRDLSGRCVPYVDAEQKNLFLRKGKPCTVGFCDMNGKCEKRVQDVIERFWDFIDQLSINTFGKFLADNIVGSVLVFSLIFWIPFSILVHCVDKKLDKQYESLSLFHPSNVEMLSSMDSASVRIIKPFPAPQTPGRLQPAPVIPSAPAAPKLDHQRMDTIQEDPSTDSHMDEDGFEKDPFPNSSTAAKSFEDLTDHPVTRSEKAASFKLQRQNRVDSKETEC
SMARCA2 activ = SMARCA2 function activation, primary screen. MG213 cells, MMTV-luciferase reporter, dexamethasone, overnight. activation, % at 9.1 µM. actives 1% (n = 370,000); in the data active means activation above about 7.8%;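 further: 0% = vehicle wells and 100% = reference activator wells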
DAX1 inh-1 = inhibits human nuclear receptor DAX1 | actives 0.99% (n = 340,000) | inhibition, % at 6.75 µM | HEK293 Gal4-DAX1 luciferase reporter, luminescence | P51843 | AID 504766;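 active means inhibition above the mean over all tested compounds plus 3 SD, cut at about 4.2% in these data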;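 further: 0% = DAX1-transfected cells with DMSO and 100% = empty-vector control cells with DMSO; inhibition shows as a rise in luminescence from relieved DAX1 repression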
Target sequence (P51843 207-470 limits assumed): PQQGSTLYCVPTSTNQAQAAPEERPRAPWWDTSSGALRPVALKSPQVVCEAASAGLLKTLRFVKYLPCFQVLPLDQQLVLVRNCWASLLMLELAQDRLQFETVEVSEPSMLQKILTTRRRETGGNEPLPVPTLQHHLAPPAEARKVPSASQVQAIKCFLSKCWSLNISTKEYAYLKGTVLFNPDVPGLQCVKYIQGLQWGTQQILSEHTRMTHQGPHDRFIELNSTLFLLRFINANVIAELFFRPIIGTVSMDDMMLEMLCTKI
PG9 binder = small molecules binding HIV-1 gp120 antibody PG9; TR-FRET gp120-PG9 antibody binding; inhibition, % at 6.7 µM; actives 0.43% (n = 360,000); AID 624416; in the data active means inhibition above about 8.5%
NPR1 activator = GC-A (human) enzyme activation | P16066 | HEK293 GC-A cells, cGMP TR-FRET, EC30 ANP; 0% at EC30 ANP, 100% saturating ANP | activation, % at 10 µM | actives 0.14% (n = 370,000); in the data active means activation above about 40%
hcDAF12 agonist = activators of H. contortus DAF-12 nuclear receptor. activation, % at 6.8 µM. actives 1.4% (n = 370,000). HEK293 hcDAF-12 lit1-tk-luc reporter, luminescence; 0% DMSO, 100% Δ7-dafachronic acid. AID 652067;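 active means activation above the mean of all tested compounds plus 3 SD, cut at about 5.5% in these data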;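 further: 100% = response to 3 µM Δ7-dafachronic acid high control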
DAX1 inh-2 = DAX1 (NR0B1) inhibition, primary screen | inhibition, % at 6.8 µM | HEK293T StAR-luciferase reporter, SF-1/DAX-1 repression relief | actives 1.1% (n = 370,000) | AID 652010;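 active means inhibition above the mean over all tested compounds plus 3 SD, cut at about 3.6% in these data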;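 further: 0% = DAX-1 cells with DMSO and 100% = cells lacking DAX-1 with DMSO; higher inhibition means more luminescence from relief of DAX-1 repression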
Starred values were filed as active, the others as inactive; · = not tested or not shown; & = joins results of further samples.

SMILES	hgDAF-12 ag	FXN GAA850 act	ADAM10 inh	ssDAF12 agonist	ADAM17 inh	SMARCA2 activ	DAX1 inh-1	PG9 binder	NPR1 activator	hcDAF12 agonist	DAX1 inh-2
C=CCOc1cccc(C2C(C(=O)c3ccc(C)o3)=C(O)C(=O)N2CCCn2ccnc2)c1 (stereo not given)	3.2	-0.6	-10	-0.8	-1	-2	-0.2	11*	4	-1.2	-0.4
CCCCNC(=O)C[C@@H]1C[C@@]2(C(=O)OCC)CCCC=C2N(CCC2=CCCCC2)C1=O	0.6	·	-1	-2.1	3	1	·	-2.2	0	-1.1	-1.5
COc1cc(NC(=S)Nc2ccc(Br)cc2Cl)c(OC)cc1Cl	3.5	2.3	2	-0.9	1	1	1.2	-2.9	2	2.6	0.0
CC(C)Cn1c(SCC(=O)N2CCOCC2)nc2ccccc2c1=O	5.2	1.4	-2	-1.4	0	-2	-0.3	-1.7	0	-0.9	1.6
CC(C)(C)NC[C@H](O)COc1nsnc1N1CCOCC1	-2.1&-1.3&1.1	0.1&-0.1&-0.6	-1&-2&0	-1.9&-0.5&-1.2	-3&-4&-6	-2&0&-5	0.3&-0.2&2.7	-0.2&-1.2&0.9	3&2&4	-0.4&1.4&-2.7	0.2&-0.3&0.5
COc1ccc(OC)c(NC(=O)CSc2nncc3ccccc23)c1	2.7	-2.2	-4	-0.1	-3	-1	0.7	13*	1	3.1	0.7
COC(=O)CCC(=O)OC1(C)C(=O)C=C2C=C(C3CC3)N(CCc3c[nH]c4ccccc34)C=C2C1=O (stereo not given)	1.0	0.6	-12	-0.3	-4	1	0.3	-2.6	-4	6.3*	-0.1
COc1ccc(OC)c(C2C(C(=O)Nc3ccccc3OC)=C(C)Nc3nc(CCCO)nn32)c1 (stereo not given)	-0.5	3.6	8	-1.3	4	-1	0.7	-0.8	2	0.0	1.6
CCOc1ccc(NS(=O)(=O)c2ccc(NC(=O)[C@@H]3CCCC[C@@H]3C(=O)O)cc2)cc1	-0.8	0.6	0	-0.7	0	0	-1.4	0.7	0	1.0	-0.3
O=C(NCCc1ccccc1)OCc1cn(-c2c(F)cccc2F)nn1	-0.2	·	1	-1.2	-11	0	·	·	2	-1.1	0.3

In the list so far, these contain an aryl thioether with sulfur outside any ring:
SMILES	hgDAF-12 ag	FXN GAA850 act	ADAM10 inh	ssDAF12 agonist	ADAM17 inh	SMARCA2 activ	DAX1 inh-1	PG9 binder	NPR1 activator	hcDAF12 agonist	DAX1 inh-2
CC(C)Cn1c(SCC(=O)N2CCOCC2)nc2ccccc2c1=O	5.2	1.4	-2	-1.4	0	-2	-0.3	-1.7	0	-0.9	1.6
COc1ccc(OC)c(NC(=O)CSc2nncc3ccccc23)c1	2.7	-2.2	-4	-0.1	-3	-1	0.7	13*	1	3.1	0.7

Other records follow:
SMILES	hgDAF-12 ag	FXN GAA850 act	ADAM10 inh	ssDAF12 agonist	ADAM17 inh	SMARCA2 activ	DAX1 inh-1	PG9 binder	NPR1 activator	hcDAF12 agonist	DAX1 inh-2
COc1ccccc1C(=O)O/N=C(\N)c1ccccc1Cl	17*	4.2	3	0.0	-4	3	3.2	0.2	6	4.4	2.5
O=C1C2C3CCC(C3)C2C(=O)N1Cc1ccccc1 (stereo not given)	-0.9	1.1	-1	-1.0	0	-1	0.1	-1.4	5	-2.2	0.0
O=[N+]([O-])c1ccc(O)c(-c2nn[nH]n2)c1	1.9	4.3	-4	-0.7	-4	1	0.5	1.5	-1	2.4	0.2
COC(=O)[C@@]12C[C@@H](CC(=O)N3CCSCC3)C(=O)N(Cc3cccc4ccccc34)C1=CCC(C)(C)C2	-0.5	·	15	-0.8	5	-4	·	-0.2	0	-1.5	-0.5
O=C(CSc1nc2c(c(=O)n1-c1ccc(Cl)cc1)SCC2)Nc1ccc2c(c1)OCCO2	-0.8	-2.5	6	-1.0	1	-6	-0.3	0.5	0	-2.5	-0.8
Cn1nnc(NC(=O)c2ccco2)n1	0.3	-0.2	1	-0.9	-3	-3	-0.1	1.2	2	0.8	0.2
COc1ccccc1Nc1nc(N)nc(CSC(=S)N2CC(C)CC(C)C2)n1 (stereo not given)	-2.0	3.6	17	-1.6	12*	-1	-1.2	1.3	-4	-0.9	-0.3
CCOc1ccc(-n2c(SCC(=O)Nc3cccc4ccccc34)nnc2-c2ccccc2)cc1	-1.4	·	-4	-1.4	-1	-1	·	·	-5	1.2	-0.2
CCn1c(CNC(=O)c2ccc(Cl)cc2)nnc1SCC(=O)N1CCOCC1	-0.1	0.2	-1	-1.0	-1	0	0.6	-2.1	1	0.1	4.5*
CC(C)C[C@H]1CNC(=S)N1CC1CCN(CC2CCC(C(C)(C)C)CC2)CC1 (stereo not given in full)	1.4	-1.1	-8	-1.1	-1	-4	-0.2	4.8	-3	3.6	1.8
Cc1ccc(/C=N/NC(=O)c2nnn(-c3nonc3N)c2-c2cccs2)cc1	0.8	-1.7	1	-0.3	0	0	0.2	0.8	-9	-1.1	-0.3
CCCCC1CCC(C(=O)Nc2ccc(N3CCOCC3)cc2N2CCOCC2)CC1 (stereo not given)	0.3	0.7	12	-0.9	0	-4	1.2	-2.5	-3	0.3	2.3
Cn1c(Sc2ccccc2Cl)c(C=O)c2ccccc21	-0.3	3.5	-3	-1.2	1	-1	0.6	1.0	-2	-0.4	-0.2
O=C(OC(C(=O)Nc1ccc(Cl)cc1C(F)(F)F)c1ccccc1)C1=COCCO1 (stereo not given)	-0.7	2.6	-2	-2.0	0	-1	0.8	-1.0	-7	1.8	0.1
CCc1nnc(NC(=O)CSc2nnc(COc3ccccc3)n2Cc2ccccc2)s1	-0.8	1.3	1	-1.4	-3	-3	0.7	-0.6	0	-0.9	0.3
CSc1ccc(C2Nc3cccc4cccc(c34)N2)cc1	0.3	-0.5	-10	0.5	-4	-2	-0.5	-3.0	-4	5.7*	-0.1
CCCS(=O)(=O)NCc1cn2c(C)csc2n1	15*	5.2	-5	1.1*	-3	2	3.6	0.7	3	10*	3.8*
S=C(NCCCn1ccnc1)NC1CCCCC1	-1.7	0.4	-7	-1.1	-2	-2	-0.8	-1.5	0	-0.8	0.0
Cc1ccc(NC(=O)Nc2nnc(-c3ccccc3)o2)cc1	6.7	7.3	-4	-1.1	-2	5	1.9	-2.6	-1	0.2	1.7
CCOc1ccc(OCCn2c(SCC(=O)O)nc3ccccc32)cc1	0.6	1.5	3	-1.1	-5	-1	0.8	1.6	1	-0.2	-0.9
CC(=O)c1ccccc1OCCOc1ncnc2sccc12	11*	3.3	-1	-1.9	-1	-1	-0.3	-0.2	-2	2.4	0.9
Cc1nc2nc(C)c(CCC(=O)N3CCN(c4ccccc4)CC3)c(C)n2n1	-0.9	1.9	-9	-0.5	-8	-1	-0.5	-0.7	-2	-0.4	-0.8
Cc1ccc(Cn2ccc(NC(=O)c3c(-c4ccccc4Cl)noc3C)n2)cc1	-0.4	-2.6	-1	-1.1	-5	-1	0.0	1.8	2	-2.0	-0.1
CCCCCCSc1ccc(-c2nc3ccc(Cl)cn3c2NC2CCCCC2)cc1	0.7	0.2	-21	-0.5	-3	0	0.4	1.2	36	1.1	-0.4
COCc1cc(C)nc(SCC(=O)Nc2ccccc2N2CCOCC2)c1C#N	-1.3	-1.2	-16	-0.5	-6	-1	-0.1	-2.2	-1	-1.7	-1.7
Cc1ccccc1CSCC(=O)NC(=O)NC(C)(C)C	-2.5	1.7	5	-0.4	2	-2	-1.4	-0.2	-1	-1.4	-0.4
O=c1c2c(-c3ccccc3)csc2nc2c3ccccc3c(NCCN3CCOCC3)nn12	1.1	3.5	-429	-1.7	-173	5	-0.1	1.3	-5	0.5	-0.1
CSc1ccc(Cn2c(C)c(C(=O)NCc3ccc(F)cc3)sc2=O)cc1	-3.9	-1.2	4	-1.7	3	-2	·	-1.6	-1	-0.6	-1.7
Cc1cc(NC(=O)CSc2nc3ccccc3[nH]2)no1	0.0	-1.2	1	-0.9	0	-1	-0.2	0.8	0	-1.1	0.5
CSc1ccc(Cl)c(C(=O)NCCCn2ccnc2)c1	0.7	-0.1	-55	-1.5	-21	2	1.2	-7.2	-3	-0.4	-0.4
NC(=S)c1cc2cc(Br)ccc2oc1=O	2.0	2.0	-6	-2.0	-4	-2	-0.1	-1.7	-8	1.6	-0.4
O=C(C1=C(O)C(=O)N(CCN2CCOCC2)C1c1cccc(Br)c1)c1cccs1 (stereo not given)	2.0	-0.8	6	-1.1	2	-3	0.4	5.2	-13	0.8	0.4
CC(C)OCCCNC(=O)C1CCC(CNS(=O)(=O)c2ccccc2)CC1 (stereo not given)	-2.5	-2.4	-9	0.6	-1	-1	-0.3	0.2	2	-0.3	-0.5
CCC1(CC)C(=O)N(C)C(=O)NC1=Nc1ccc(OC)cc1	-0.9	1.8	0	-0.8	-3	2	0.2	-0.9	-1	-1.8	-0.2
Cn1c(CCN2CCCCC2)nc2cc(NC(=O)COc3ccc(Cl)cc3)ccc21	-5.9	0.6	-55	-1.1	-21	-2	0.4	-2.2	0	1.4	0.0
O=C(O)c1cccc(S(=O)(=O)NCc2cccs2)c1	0.3	3.2	0	-0.7	-3	-1	-0.1	-0.4	6	-0.7	-0.6
Cc1ccc(S(=O)(=O)Nc2ccccc2F)cc1C(=O)N1CCN(c2ccccc2O)CC1	-1.1	1.1	5	-1.4	-6	-1	-1.2	-1.3	-1	-1.1	-0.3
CCOc1ccc(OCc2ccc(C(=O)Nc3ccc(Cl)cn3)o2)cc1	0.6	0.3	1	-1.1	0	10*	0.5	-0.3	3	-0.2	0.4
Cc1ccc(/C=N/n2cnc3sc(-c4ccccc4)cc3c2=O)o1	9.3	2.2	-6	-0.6	3	1	0.2	0.1	-4	2.8	1.3
Nn1c(SCC(=O)Nc2cc(S(=O)(=O)N3CCOCC3)ccc2Cl)nnc1-c1cccnc1	-3.0	-1.0	-1	-0.6	-1	-2	-0.5	0.5	-4	-2.4	0.3
CCC1Oc2ccc(C)cc2N(CC(=O)NCCN2CCOCC2)C1=O (stereo not given)	2.6	0.1	5	0.1	0	2	-1.0	-0.7	2	-0.5	0.3
CCOC(=O)CCNC(=O)N1CCC(CCOc2ccccc2)(C(=O)OCC)CC1	-0.1	0.0	8	-0.5	-2	-1	1.7	-1.5	2	-2.1	-0.7
CC(C)c1csc(CN2CCCC(CNC(=O)c3cccc4ccccc34)C2)n1 (stereo not given)	-1.9	0.6	-2	-1.2	-2	-2	-1.3	1.6	0	-2.1	-1.8
COc1ccccc1OCc1nnc(SCC(=O)N2CCCC2)o1	0.1	1.4	-1	-0.3	2	-4	2.4	-2.5	-2	0.5	0.2
CC(C)Cc1nnc(N)s1	-0.5	-1.0	-4	-1.0	-3	4	-0.7	-4.2	0	-0.6	2.9
COC(=O)Nc1nn(-c2ccc(C)cc2)c(=O)c(C#N)c1C	1.2	-0.7	-12	-1.9	-7	-5	0.5	-1.1	-2	-1.1	-0.6
O=C(NCCCN1CCOCC1)c1ccc2c(=O)n(-c3ccc(F)c(Cl)c3)c(=S)[nH]c2c1	-1.4	1.1	6	-0.1	-3	-4	-1.0	-1.1	-2	-0.9	0.0
N=c1c2c(ncn1CCN1CCOCC1)Oc1ccc3ccccc3c1C2c1ccccc1 (stereo not given)	-5.0	-5.2	11	-2.0	4	0	-0.3	-0.9	-34	-2.7	-0.7
